Screening results deposited in PubChem by several laboratories.
CR mimetic SO = lowers age-related superoxide in aged yeast cells. actives 0.18% (n = 330,000). superoxide response (% of plate mean), % at 10 µM. S. cerevisiae aged cells, superoxide DHE fluorescence; stronger effect = lower value;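 active = superoxide response under a set limit, about three screen SD below normal, cut at about 65% in these data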;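 also: yeast aged for seven days with compound at 30 °C before DHE staining; 100% = average MFI of all compound-treated wells on the plate with controls excluded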
RPL19A TOR yeast = modulators of TOR pathway RPL19A-GFP in S. cerevisiae | S. cerevisiae RPL19A-GFP strain, flow cytometry, 3 h; stronger effect = lower value | actives 0.3% (n = 330,000) | percent response vs DMSO, % at 10 µM;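 active = percent response vs DMSO below 50%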;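 also: median channel GFP fluorescence of the barcoded RPL19A-GFP strain; ratio of sample median GFP to plate DMSO average so 100% = DMSO; lower means less RPL19A-GFP as with rapamycin TOR inhibition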
MEP2-GFP yeast = yeast TOR pathway MEP2-GFP modulation; AID 2016; S. cerevisiae MEP2-GFP strain, flow cytometry GFP, 3 h; 100% = DMSO control level; actives 0.51% (n = 330,000); GFP response vs DMSO, % at 10 µM;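 active = GFP response versus DMSO above a set limit, roughly screen mean plus 3 SD, cut at about 180% in these data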;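 also: median GFP fluorescence of the barcode-gated MEP2-GFP cells per well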
AHR act = activates the human aryl hydrocarbon receptor | P35869 | AHR-responsive luciferase reporter cells, luminescence | activation, % at 5 µM | actives 2.5% (n = 320,000); in the data active = activation above about 47%;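 also: 0% = vehicle wells and 100% = reference agonist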
Target sequence (P35869 whole entry, looked up): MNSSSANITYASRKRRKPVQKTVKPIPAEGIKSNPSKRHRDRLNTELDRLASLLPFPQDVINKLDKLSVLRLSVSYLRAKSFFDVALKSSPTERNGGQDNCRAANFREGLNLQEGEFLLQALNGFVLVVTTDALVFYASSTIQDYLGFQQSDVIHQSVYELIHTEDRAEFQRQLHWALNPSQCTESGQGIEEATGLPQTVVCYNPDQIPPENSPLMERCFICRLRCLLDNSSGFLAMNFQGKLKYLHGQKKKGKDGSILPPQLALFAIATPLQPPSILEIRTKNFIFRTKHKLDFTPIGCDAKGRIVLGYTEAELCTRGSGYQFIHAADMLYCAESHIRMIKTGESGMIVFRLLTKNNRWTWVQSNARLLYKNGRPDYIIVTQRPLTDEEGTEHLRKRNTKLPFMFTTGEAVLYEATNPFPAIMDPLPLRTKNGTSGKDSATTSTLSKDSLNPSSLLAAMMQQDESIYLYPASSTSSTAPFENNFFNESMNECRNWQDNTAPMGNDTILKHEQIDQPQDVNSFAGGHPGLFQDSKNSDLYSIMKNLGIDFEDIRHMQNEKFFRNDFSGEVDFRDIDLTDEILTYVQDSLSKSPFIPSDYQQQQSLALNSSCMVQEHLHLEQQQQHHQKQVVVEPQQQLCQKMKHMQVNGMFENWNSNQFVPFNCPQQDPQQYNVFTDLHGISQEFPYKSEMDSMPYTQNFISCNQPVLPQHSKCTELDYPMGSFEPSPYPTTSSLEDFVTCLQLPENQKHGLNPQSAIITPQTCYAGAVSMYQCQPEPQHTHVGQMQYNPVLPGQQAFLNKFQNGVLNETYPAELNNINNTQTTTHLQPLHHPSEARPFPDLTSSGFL
CIT2-GFP yeast = yeast TOR pathway CIT2-GFP modulation; S. cerevisiae CIT2-GFP strain, flow cytometry, 3 h; 100 means same as DMSO wells; GFP response vs DMSO, % at 10 µM; actives 0.065% (n = 320,000);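 active = GFP response relative to DMSO above a set limit, near the screen mean plus 3 SD, cut at about 150% in these data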;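 also: ratio of well median GFP fluorescence to mean of DMSO wells on the plate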
LAP4 TOR yeast = yeast TOR pathway LAP4-GFP modulation. actives 0.34% (n = 320,000). GFP response vs DMSO, % at 10 µM. AID 2023. S. cerevisiae LAP4-GFP multiplex, flow cytometry GFP, 3 h; median GFP as percent of DMSO wells;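 active = GFP response vs DMSO above a set limit, about the screen mean plus 3 SD, cut at about 150% in these data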
AGP1-GFP MLPCN = alters AGP1-GFP fluorescence in TOR pathway yeast screen. S. cerevisiae AGP1-GFP multiplex flow cytometry, 3 h; GFP as percent of DMSO wells. AID 2066. GFP response vs DMSO, % at 10 µM. actives 0.02% (n = 320,000);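 active = GFP response relative to DMSO above a set limit, near screen average plus 3 SD, cut at about 150% in these data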;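 also: median GFP channel fluorescence of the gated AGP1 strain per well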
Efflux pump mplx = blocks antifungal efflux pumps in multiplex yeast assay. inhibition, % at 10 µM. S. cerevisiae Candida pump triplex, Nile Red efflux. actives 0.44% (n = 330,000);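 active = plate passing quality check with inhibition over a set limit, or well fluorescence over plate mean plus 4 SD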;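 also: Nile Red retained in pooled yeast measured as flow cytometry median fluorescence; 0% = buffer negative control and 100% = Enniatin B positive control; higher means more Nile Red kept so more efflux inhibition; some compounds called inactive have numbers as strong as hits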
An asterisk follows results filed as active.

For CC(NC(=O)c1ccncc1)c1ccc(Cl)cc1Cl (configuration not stated) the results were CR mimetic SO 90, RPL19A TOR yeast 102, MEP2-GFP yeast 97, AHR act 5, CIT2-GFP yeast 98, LAP4 TOR yeast 90, AGP1-GFP MLPCN 99 and Efflux pump mplx -0.1.
Screening Cc1cccc(N2C(=O)N3[C@H](c4ccc(Br)cc4)[C@@H]4C(=O)N(C(C)(C)C)C(=O)[C@@H]4[C@]3(C)C2=O)c1 returned CR mimetic SO 102, RPL19A TOR yeast 100, MEP2-GFP yeast 97, AHR act 2, CIT2-GFP yeast 75, LAP4 TOR yeast 104, AGP1-GFP MLPCN 88 and Efflux pump mplx -0.1.
For O=C(C1CCCO1)N1CCN(S(=O)(=O)c2ccccc2)CC1 (configuration not stated) the results were CR mimetic SO 95, RPL19A TOR yeast 102, MEP2-GFP yeast 103, AHR act 0, CIT2-GFP yeast 100, LAP4 TOR yeast 94, AGP1-GFP MLPCN 102 and Efflux pump mplx 5.9*.
O=C1c2ccccc2C(=O)N1CCSc1nnc(-c2ccco2)n1Cc1ccccc1 was read as CR mimetic SO 101, RPL19A TOR yeast 95, MEP2-GFP yeast 93, AHR act 0, CIT2-GFP yeast 101, LAP4 TOR yeast 96, AGP1-GFP MLPCN 97 and Efflux pump mplx 0.1.
For O=C(NNc1ccccc1Br)C(O)(c1cccc(C(F)(F)F)c1)c1cccc(C(F)(F)F)c1 the results were CR mimetic SO 80, RPL19A TOR yeast 99, MEP2-GFP yeast 103, AHR act 12, CIT2-GFP yeast 91, LAP4 TOR yeast 97, AGP1-GFP MLPCN 97 and Efflux pump mplx 0.0.
For CCOC(=O)c1ccc(N2C(=O)C=CC2=O)cc1 the results were CR mimetic SO 68, RPL19A TOR yeast 103, MEP2-GFP yeast 104, AHR act 0, CIT2-GFP yeast 103, LAP4 TOR yeast 110, AGP1-GFP MLPCN 103 and Efflux pump mplx 0.5.
COc1ccc(/C=N/NC(=O)c2nonc2N)cc1OC was read as CR mimetic SO 105, RPL19A TOR yeast 96, MEP2-GFP yeast 99, AHR act 12, CIT2-GFP yeast 105, LAP4 TOR yeast 105, AGP1-GFP MLPCN 102 and Efflux pump mplx 0.1.
Screening CCC(C)(C)NC(=O)C(OC(=O)c1ccco1)c1ccccc1OC (configuration not stated) returned CR mimetic SO 89, RPL19A TOR yeast 102, MEP2-GFP yeast 102, AHR act -1, CIT2-GFP yeast 103, LAP4 TOR yeast 92, AGP1-GFP MLPCN 102 and Efflux pump mplx -0.1.
`COCC(C)n1c(SCC(=O)NC(=O)NCc2ccccc2)nc2ccccc2c1=O` (configuration not stated) gave CR mimetic SO 141, RPL19A TOR yeast 101, MEP2-GFP yeast 96, AHR act 0, CIT2-GFP yeast 96, LAP4 TOR yeast 91, AGP1-GFP MLPCN 101 and Efflux pump mplx 0.2.
Screening COc1ccc(C)cc1NC(=O)COC(=O)c1ccc2c(c1)OCCO2 returned CR mimetic SO 118, RPL19A TOR yeast 111, MEP2-GFP yeast 111, AHR act 1, CIT2-GFP yeast 110, LAP4 TOR yeast 115, AGP1-GFP MLPCN 109 and Efflux pump mplx 0.0.
For CCN(CC)c1ccc2cc(C(=O)Nc3ccccn3)c(=O)oc2c1 the results were CR mimetic SO 95, RPL19A TOR yeast 102, MEP2-GFP yeast 103, AHR act -3, LAP4 TOR yeast 98, AGP1-GFP MLPCN 96 and Efflux pump mplx 0.0.
`CCOc1ccc(S(=O)(=O)NCCCn2ccnc2)cc1NC(C)=O` gave CR mimetic SO 110, RPL19A TOR yeast 99, MEP2-GFP yeast 93, AHR act 3, CIT2-GFP yeast 102, LAP4 TOR yeast 89, AGP1-GFP MLPCN 98 and Efflux pump mplx 0.0.
`CCN(CC)S(=O)(=O)c1ccc(C(=O)Oc2cc(C)[nH]c(=O)c2[N+](=O)[O-])cc1` gave CR mimetic SO 93, RPL19A TOR yeast 112, MEP2-GFP yeast 108, AHR act 0, CIT2-GFP yeast 109, LAP4 TOR yeast 89, AGP1-GFP MLPCN 100 and Efflux pump mplx -0.1.
`CCOc1ccc(C2=Nn3c(CC)nnc3SC2)cc1` gave CR mimetic SO 94, RPL19A TOR yeast 99, MEP2-GFP yeast 102, AHR act 1, CIT2-GFP yeast 104, LAP4 TOR yeast 107, AGP1-GFP MLPCN 98 and Efflux pump mplx 0.1.
`COC(=O)c1ccc(CN2CCN(Cc3ccc(C(=O)OC)o3)CC2)o1` gave CR mimetic SO 105, RPL19A TOR yeast 102, MEP2-GFP yeast 114, AHR act 0, CIT2-GFP yeast 105, LAP4 TOR yeast 103, AGP1-GFP MLPCN 106 and Efflux pump mplx 0.0.
Screening CN(N)C(=S)Nc1ccc(Cl)cc1 returned CR mimetic SO 103, RPL19A TOR yeast 108, MEP2-GFP yeast 105, AHR act 11, CIT2-GFP yeast 103, LAP4 TOR yeast 101, AGP1-GFP MLPCN 99 and Efflux pump mplx 0.0.
Screening Cc1c(-n2cc(C(=O)O)c(=O)c3cc(F)c(N4CCCC4)c(F)c32)c(=O)n(-c2ccccc2)n1C returned CR mimetic SO 101, RPL19A TOR yeast 101, MEP2-GFP yeast 101, AHR act 2, CIT2-GFP yeast 98, LAP4 TOR yeast 106, AGP1-GFP MLPCN 103 and Efflux pump mplx 0.0.
For CCC(C)Sc1nnc(NC(=O)c2ccco2)s1 (configuration not stated) the results were CR mimetic SO 88, RPL19A TOR yeast 106, MEP2-GFP yeast 103, AHR act 5, CIT2-GFP yeast 103, LAP4 TOR yeast 92, AGP1-GFP MLPCN 78 and Efflux pump mplx 0.0.
Screening CCN(CC)C(=O)CSc1nc(O)c(Cc2ccccc2)c(=O)n1-c1ccc(C)cc1 returned CR mimetic SO 122, RPL19A TOR yeast 101, MEP2-GFP yeast 106, AHR act 3, CIT2-GFP yeast 98, LAP4 TOR yeast 100, AGP1-GFP MLPCN 96 and Efflux pump mplx 0.1.
Screening COc1ccc2c(c1)c(=O)c(C(=O)c1ccc(C)cc1)cn2CC(=O)Nc1ccc(F)cc1 returned CR mimetic SO 96, RPL19A TOR yeast 98, MEP2-GFP yeast 100, AHR act -3, CIT2-GFP yeast 98, LAP4 TOR yeast 91, AGP1-GFP MLPCN 94 and Efflux pump mplx 0.4.
Screening CS(=O)(=O)n1nc(-c2ccccc2)nc1N returned CR mimetic SO 114, RPL19A TOR yeast 91, MEP2-GFP yeast 96, AHR act 0, CIT2-GFP yeast 85, LAP4 TOR yeast 96, AGP1-GFP MLPCN 88 and Efflux pump mplx 0.1.
Cc1ccc(O)c(NC(=O)c2cc3nc4c(c(C(F)(F)F)n3n2)CCc2ccccc2-4)c1 was read as CR mimetic SO 102, RPL19A TOR yeast 92, MEP2-GFP yeast 96, AHR act 1, CIT2-GFP yeast 94, LAP4 TOR yeast 91, AGP1-GFP MLPCN 91 and Efflux pump mplx 0.0.
Screening Cc1ccc(C(=O)Nc2ccccc2N2CCCCC2)cc1[N+](=O)[O-] returned CR mimetic SO 110, RPL19A TOR yeast 99, MEP2-GFP yeast 99, AHR act 29, CIT2-GFP yeast 101, LAP4 TOR yeast 90, AGP1-GFP MLPCN 90 and Efflux pump mplx 0.1.
For COc1cccc(CN2CCN(c3ccc(F)cc3)C2=O)c1 the results were CR mimetic SO 98, RPL19A TOR yeast 97, MEP2-GFP yeast 104, AHR act -4, CIT2-GFP yeast 94, LAP4 TOR yeast 103, AGP1-GFP MLPCN 99 and Efflux pump mplx 0.0.
`Cc1cc2nc(CCN3CCOCC3)n(S(=O)(=O)c3ccc(C(C)(C)C)cc3)c2cc1C` gave CR mimetic SO 83, RPL19A TOR yeast 97, MEP2-GFP yeast 103, AHR act 1, CIT2-GFP yeast 104, LAP4 TOR yeast 97, AGP1-GFP MLPCN 98 and Efflux pump mplx 0.1.
For Cc1cccc(-n2c(N)cc(=O)[nH]c2=S)c1C the results were CR mimetic SO 91, RPL19A TOR yeast 102, MEP2-GFP yeast 96, AHR act 9, CIT2-GFP yeast 107, LAP4 TOR yeast 107, AGP1-GFP MLPCN 107 and Efflux pump mplx -0.1.
Screening CC(C)N(C(=O)CO/N=C/c1cccc([N+](=O)[O-])c1)C(C)C returned CR mimetic SO 102, RPL19A TOR yeast 94, MEP2-GFP yeast 104, AHR act 2, CIT2-GFP yeast 101, LAP4 TOR yeast 95, AGP1-GFP MLPCN 99 and Efflux pump mplx 0.1.
Screening O=C(C(=O)N1CCc2ccccc2C1)c1cn(CC(=O)N2CCCCC2)c2ccccc12 returned CR mimetic SO 98, RPL19A TOR yeast 95, MEP2-GFP yeast 90, AHR act 13, CIT2-GFP yeast 89, LAP4 TOR yeast 97, AGP1-GFP MLPCN 94 and Efflux pump mplx 0.1.
COc1cccc(NC(=O)c2ccc(S(=O)(=O)N3CCCCC3)cc2)c1 was read as CR mimetic SO 109, RPL19A TOR yeast 104, MEP2-GFP yeast 104, AHR act 7, CIT2-GFP yeast 90, LAP4 TOR yeast 123, AGP1-GFP MLPCN 100 and Efflux pump mplx 0.0.
Cc1ccc(C(=O)NCCNC(=O)COc2ccccc2Cl)cn1 was read as CR mimetic SO 90, RPL19A TOR yeast 94, MEP2-GFP yeast 96, AHR act -4, CIT2-GFP yeast 96, LAP4 TOR yeast 86, AGP1-GFP MLPCN 100 and Efflux pump mplx -0.1.
CC(C)(C)[C@H]1C=C(C(N)=O)O[C@@H](OCCCCO)C1 was read as CR mimetic SO 124, RPL19A TOR yeast 99, MEP2-GFP yeast 95, AHR act -3, CIT2-GFP yeast 97, LAP4 TOR yeast 119, AGP1-GFP MLPCN 87 and Efflux pump mplx 0.0.
COc1ccc(-n2c(Cn3nc(C(F)(F)F)cc3C)n[nH]c2=S)cc1 was read as CR mimetic SO 94, RPL19A TOR yeast 99, MEP2-GFP yeast 97, AHR act 2, CIT2-GFP yeast 101, LAP4 TOR yeast 93, AGP1-GFP MLPCN 91 and Efflux pump mplx -0.1.
For Cc1ccc(-c2sc(C)nc2CC(=O)O)cc1 the results were CR mimetic SO 97, RPL19A TOR yeast 95, MEP2-GFP yeast 102, AHR act -1, CIT2-GFP yeast 94, LAP4 TOR yeast 93, AGP1-GFP MLPCN 99 and Efflux pump mplx -0.1.
Screening COCCCNC(=O)c1ccc(NC(C)=O)cc1 returned CR mimetic SO 105, RPL19A TOR yeast 103, MEP2-GFP yeast 96, AHR act -1, CIT2-GFP yeast 104, LAP4 TOR yeast 104, AGP1-GFP MLPCN 105 and Efflux pump mplx 0.0.
O=C(O)c1ccccc1C(=O)OCCCCOC(=O)c1ccccc1C(=O)O was read as CR mimetic SO 122, RPL19A TOR yeast 99, MEP2-GFP yeast 98, AHR act 0, CIT2-GFP yeast 94, LAP4 TOR yeast 102, AGP1-GFP MLPCN 96 and Efflux pump mplx 0.2.

3 successive compounds out of the list so far:
CC(C)(C)[C@H]1C=C(C(N)=O)O[C@@H](OCCCCO)C1 was read as CR mimetic SO 124, RPL19A TOR yeast 99, MEP2-GFP yeast 95, AHR act -3, CIT2-GFP yeast 97, LAP4 TOR yeast 119, AGP1-GFP MLPCN 87 and Efflux pump mplx 0.0.
COc1ccc(-n2c(Cn3nc(C(F)(F)F)cc3C)n[nH]c2=S)cc1 was read as CR mimetic SO 94, RPL19A TOR yeast 99, MEP2-GFP yeast 97, AHR act 2, CIT2-GFP yeast 101, LAP4 TOR yeast 93, AGP1-GFP MLPCN 91 and Efflux pump mplx -0.1.
For Cc1ccc(-c2sc(C)nc2CC(=O)O)cc1 the results were CR mimetic SO 97, RPL19A TOR yeast 95, MEP2-GFP yeast 102, AHR act -1, CIT2-GFP yeast 94, LAP4 TOR yeast 93, AGP1-GFP MLPCN 99 and Efflux pump mplx -0.1.
